From PubChem
Pin1 inhibitor = inhibitors of human Pin1 | hit rate 0.009% among 390,000 | Potency, µM (highest dose often 115 µM), for inactives: at the top dose activity, negative = inhibition, usual class: inhibitors | AID 504891 | Pin1 FP peptide displacement, HiFluor488, 10 min; active means well fitted inhibition curve with a large enough effect in the polarisation, with a control signal flat, not every such curve was filed as active; inconclusive means small, poorly fitted or top-dose-only effect, or effect the other way, or a change in a side signal; inactive means no such curve, though single readings can be large or run the other way; the % refers to the polarisation; further: potency means the concentration at half of the fitted maximal effect; on the % scale 0 is the no-effect control and ±100 the full control effect
Target sequence (Q13526 whole entry, looked up): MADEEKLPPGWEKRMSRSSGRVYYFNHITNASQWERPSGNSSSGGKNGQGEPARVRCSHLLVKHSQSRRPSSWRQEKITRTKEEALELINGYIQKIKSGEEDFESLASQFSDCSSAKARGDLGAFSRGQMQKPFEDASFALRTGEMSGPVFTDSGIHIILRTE
BAZ2B inh = blocks human BAZ2B; Potency, µM (doses to about 114 µM), for the others: at the top dose activity change, negative = inhibition, most hits filed as inhibitors; hit rate 4.4% among 360,000; Q9UIF8; AlphaScreen BAZ2B-H3K14Ac peptide displacement; further: potency means the concentration at half of the fitted maximal effect; on the % scale 0 is the no-effect control and ±100 the full control effect; nearly all actives have a fitted effect of over 60% in size
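BAZ2B 50 nM plus b-H3(5-23)K14Ac 50 nM, PBS pH 7.4/0.01% Tween-20, 30 min RT; compound added (max 110 uM), 30 min RT; streptavidin donor/Ni-chelate acceptor beads 10 ug/mL final, 20 min dark; AlphaScreen read.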
JMJD2A Tudor = inhibitors of human JMJD2A Tudor domain; hit rate 4.4% among 390,000; AlphaScreen JMJD2A-Tudor / H3K4me3 peptide binding; Potency, µM (doses to about 114 µM), inactives show at the highest dose activity change, negative = inhibition, hits mostly inhibitors; further: potency means the concentration at half of the fitted maximal effect; on the % scale 0 is the no-effect control and ±100 the full control effect; nearly all actives have a fitted effect of over 50% in size
POLH inh = blocks human DNA polymerase eta activity. Q9Y253. recombinant Pol eta, fluorescent DNA replication assay. Potency, µM (titrated, usually from 114 µM), without a hit: at the highest dose activity change, negative = inhibition, usual class: inhibitors. hit rate 1.2% among 390,000. AID 588591; further: potency means the concentration at half of the fitted maximal effect; on the % scale 0 is the no-effect control and ±100 the full control effect
Target sequence (Q9Y253 whole entry, looked up): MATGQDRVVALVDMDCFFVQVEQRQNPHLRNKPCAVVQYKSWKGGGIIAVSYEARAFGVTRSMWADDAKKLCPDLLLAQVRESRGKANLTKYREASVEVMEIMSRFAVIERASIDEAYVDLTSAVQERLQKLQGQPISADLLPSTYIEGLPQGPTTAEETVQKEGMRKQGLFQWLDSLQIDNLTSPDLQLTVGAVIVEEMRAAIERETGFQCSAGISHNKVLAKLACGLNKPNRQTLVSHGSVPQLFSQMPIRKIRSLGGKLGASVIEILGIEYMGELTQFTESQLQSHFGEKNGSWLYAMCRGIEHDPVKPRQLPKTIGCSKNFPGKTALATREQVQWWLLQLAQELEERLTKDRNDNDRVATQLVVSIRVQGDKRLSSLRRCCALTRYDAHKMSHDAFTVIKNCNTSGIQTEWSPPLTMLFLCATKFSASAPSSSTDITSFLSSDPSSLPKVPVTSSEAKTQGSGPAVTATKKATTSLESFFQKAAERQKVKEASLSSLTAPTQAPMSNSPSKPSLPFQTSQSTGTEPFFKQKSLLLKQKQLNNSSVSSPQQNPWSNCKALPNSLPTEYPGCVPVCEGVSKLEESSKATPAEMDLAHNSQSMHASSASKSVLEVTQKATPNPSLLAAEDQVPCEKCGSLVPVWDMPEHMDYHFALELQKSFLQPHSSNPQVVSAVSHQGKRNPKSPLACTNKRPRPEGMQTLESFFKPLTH
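Pol eta (10 nM) was preincubated with compounds for 15 min at room temperature, after which fluorescent replication substrate (50 nM final) was added to start the reaction. Fluorescence was read kinetically at 0 and 10 min.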
PI4K2A inh = inhibitors of human PI4K2A | Q9BTU6 | purified PI4K2A, ADP-Glo luminescence, 1 h; stronger effect = lower value | activity change, negative = inhibition, % at 76.9 µM | hit rate 0.13% among 420,000; in the data active means activity change below about -50%; inconclusive means mostly about -30% to -49%;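 further: -100% = wells without enzyme as full effect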
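PI4K2A activity was measured by ADP-Glo luminescence: enzyme (4 ug/mL stock) and phosphatidylinositol (1.2 mM stock) in Tris pH 7.5/MgCl2/EGTA/Triton X-100 buffer were reacted with ATP (300 microM stock) for one hour at ambient temperature.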
G9a block = inhibitors of human histone lysine methyltransferase G9a | Q96KQ7 | G9a H3K9 monomethylation, AlphaScreen, 2 h | Potency, µM (titrated, usually from 102 µM), for the others: top-dose activity, negative = inhibition, actives largely listed as inhibitors | hit rate 8.8% among 350,000; further: potency means the concentration at half of the fitted maximal effect; on the % scale 0 is the no-effect control and ±100 the full control effect; nearly all actives have a fitted effect of over 75% in size
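Enzyme 20 nM + cpd, 15 min RT; add b-H3K9 pep 500 nM / SAM 20 uM; 2 h RT; anti-H3K9me1 Ab 0.5 ug/mL + SA donor / anti-rabbit acceptor beads 20 ug/mL each, 10 min; AlphaScreen read.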
HP1b binding inh = inhibitors of HP1-beta chromodomain binding to methylated histone tails; P83916; AlphaScreen HP1-beta / biotin-H3K9me3 peptide binding; Potency, µM (highest dose often 114 µM), inactives show at the highest dose activity change, negative = inhibition, most hits filed as inhibitors; hit rate 0.56% among 390,000; AID 540317; further: potency means the concentration at half of the fitted maximal effect; nearly all actives have a fitted effect of over 70% in size; inactives centre near 23
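AlphaScreen: HP1-beta (50 nM) preformed 30 min with biotin-H3(1-18)K9me3 peptide (50 nM) in PBS pH 7.4, 0.01% Tween-20. Compound added for 30 min at RT, then streptavidin donor/nickel chelate acceptor beads (10 ug/mL) for 30 min.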
GLS inh = blocks human kidney-isoform glutaminase activity; O94925; GLS enzymatic activity, qHTS titration; Potency, µM (top dose mostly 45.5 µM), for inactives: at the highest dose activity change, negative = inhibition, usual class: inhibitors; hit rate 0.21% among 410,000; AID 624170; further: potency means the concentration at half of the fitted maximal effect; on the % scale 0 is the no-effect control and ±100 the full control effect
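Human kidney-isoform GLS in 45 mM KH2PO4 pH 8.2, 0.02% Tween-20, with compound, started with 1mM L-Glutamine (added stock). Glutamate oxidase/HRP/Amplex red coupled fluorescence read at start and after 30 min at RT.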
Tb PGK inh = blocks T. brucei phosphoglycerate kinase; AID 602233; P07378; PGK/GAPDH coupled, Kinase-Glo luminescence, 60 min; hit rate 0.043% among 380,000; Potency, µM (highest dose often 57.5 µM), for the others: top-dose activity change, negative = inhibition, hits mostly inhibitors; further: potency means the concentration at half of the fitted maximal effect; on the % scale 0 is the no-effect control and ±100 the full control effect; nearly all actives have a fitted effect of over 60% in size
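Recombinant glycosomal PGK reaction used 1,3-bisphosphoglycerate generated in-well by GAPDH (100nM final) in 100mM TEA pH 7.6, 5mM MgCl2, 0.01% Tween-20. After 60 minutes at room temperature, ATP was read by Kinase-Glo Plus luminescence end-point.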
* = called active by the depositor; i = inactive; ? = inconclusive; nt = no result given; & = joins results of further samples; [ ] = remark or other dose. Unless noted, the call rests on the fitted dose curve; in most records, active means well fitted curve in the direction sought with a large enough effect; inconclusive means small, poorly fitted or top-dose-only effect, or another doubt; inactive means no such curve, though single readings can be large; an effect the other way counts as inactive or inconclusive. The list is partial; count on the stated rates, not on these rows.

SMILES	Pin1 inhibitor	BAZ2B inh	JMJD2A Tudor	POLH inh	PI4K2A inh	G9a block	HP1b binding inh	GLS inh	Tb PGK inh
Cc1ccc(CSC2=Nc3ccccc3C3=NC(CC(=O)NC4CCCCC4)C(=O)N23)cc1 (stereo not drawn)	5%	-2%	-12%	nt	-1	3%[59 µM]	25%	-2%	nt
CC(C)CC(O)C1CCN(C(=O)CCc2nnc(-c3ccc4c(c3)OCO4)o2)CC1 (stereo not drawn)	-3%	-4%	-19%	-3%	3	-3%	12%	5%	-8%
O=C(NCc1cccnc1)C1CC(=O)N(CCc2ccccc2)C1 (stereo not drawn)	5%	6%	-8%	-8%	2	-7%	23%	1%	-5%
COc1cccc(-c2nnc3n2N=C(c2cccc(Br)c2)CS3)c1	0%	-4%	-1%	-17%	0	-32%	42%	-5%	2%
CN(C(=O)C(=O)Nc1ccc2nc3n(c(=O)c2c1)CCCCC3)c1cccc(C(F)(F)F)c1	0%	-2%	-11%	-18%	-2	11%[59 µM]	14%	16%	12%
O=[N+]([O-])c1ccc2oc(-c3ccccc3)nc2c1	1%	-7%	-19%	4%	-5	-28%	16%	-1%	4%
O=C(N/N=C/c1ccc[nH]1)c1ccccc1[N+](=O)[O-]	-6%	-22%	-6%	-14%	-1	23%[59 µM]	26%	2%	0%
O=C(CSc1nccc(-c2cccs2)n1)Nc1cccc(Cl)c1Cl	2%	9%	-1%	1%	0	?	42%[activator]	-10%	i
O=C(NCc1cccs1)C1CCN(c2ccc(S(=O)(=O)N3CCOCC3)cc2Cl)CC1	7%	1%	-14%	-13%	-5	-32%[59 µM]	25%	-4%	i
Cc1ccc(S(=O)(=O)Nc2ccc(C(=O)N3CCN(c4ccccc4O)CC3)cc2)cc1[N+](=O)[O-]	-3%	5%	?	?	-3	37%[0.501 µM]	-12%	32%[activator]	-6%
Cc1c(C(=O)N(C)C(C)c2ccncn2)oc2c(F)cccc12 (stereo not drawn)	6%	-1%	-7%	-2%	2	-1%	35%[activator]	4%	9%
O=C(Cn1nc(-c2ccc(Cl)cc2)ccc1=O)NCc1ccc2c(c1)OCO2	?	7%	-18%	-1%	7	-5%	23%	-1%	-5%
O=S(=O)(c1cccc(F)c1)N1CCc2sccc2C1c1ccc(OC(F)(F)F)cc1 (stereo not drawn)	1%	16%	20%	-27%	0	nt	61%[activator]	-6%	i
O=C(c1cnn(-c2cccc(F)c2)c1)c1ccccc1O	-4%	17%	-24%	-2%	0	-4%[2.33 µM]	80%[activator]	5%	i
Cc1cccc(OCCCC(=O)O)c1	-8%	3%	-1%	0%	4	-25%[12.7 µM]	27%	1%	-6%
CC(C)(C)OC(=O)N1CCN(c2ccc([N+](=O)[O-])cc2)CC1	1%	?	-15%	-11%	-2	-8%	38%	-5%	-10%
Cc1ccccc1Cn1c(-c2ccc(=O)[nH]c2)nc2ccccc21	4%	9%	-7%	5%	-9	-3%[2.33 µM]	23%	3%	nt
C=CC[C@@H](CC(=O)N[C@@H](CO)Cc1ccccc1)C(=O)N[C@H](COC(=O)[C@@H](CC=C)Cc1ccc(F)cc1)C(C)(C)C	-10%	nt	-26%	?	4	nt	31%	6%	7%
O=C(NCCc1ccccc1)C1(c2cccs2)CCOCC1	-1%	-12%	-13%	-1%	-1	-2%[59 µM]	7%	1%	i
N#Cc1cccc(NC(=O)CSc2ccc3c4c(cccc24)C(=O)c2ccccc2-3)c1	?	-3%	-16%	?	4	?	28%	3%	0%
C[C@H]1CN([C@@H](C)CO)S(=O)(=O)c2ccc(-c3ccncc3)cc2O[C@H]1CN(C)C(=O)c1cccc(F)c1	nt	nt	nt	-20%	2	nt	nt	-10%	-6%
CCCN(CCC)Cc1c(C(=O)N/N=C/c2c[nH]c3ccccc23)nnn1-c1nonc1N	6%	-23%	-25%	-16%	-4	-5%	0%	31%[activator]	-6%
Cc1c(Cl)cc(-n2cnnn2)cc1[N+](=O)[O-]	-3%	-2%	-11%	-6%	9	-29%	48%[activator]	-9%	-2%
CC(C)(C)OC(=O)NCCc1nnc(SCc2ccc(Cl)cc2Cl)o1	2%	-4%	14%	-21%	-4	6%[12.7 µM]	68%[activator]	-3%	i
Cc1cccc2sc(N(Cc3cccnc3)C(=O)c3cccs3)nc12	10%	10%	5%	14%	0	0%[59 µM]	71%[activator]	-2%	2%
C(=N\Nc1nc2ccccc2s1)/c1ccco1	-2%	?	?	-15%	0	-19%[59 µM]	-9%	13%	-9%
CC(C)(O)C#Cc1ccc(C(=O)N2CCN(C(=O)c3ccco3)CC2)cc1	-1%	1%	-14%	-6%	1	11%[12.7 µM]	49%[activator]	-9%	2%
CCOC(=O)N1CCC(Nc2c(NCCCN3CCN(c4ccc(OC)cc4)CC3)c(=O)c2=O)CC1	4%	?	?	-4%	-5	?	-4%	33%[activator]	i
CCc1nc(OCC(=O)c2ccccc2)c(C#N)c2c1COC(C)(C)C2	1%	-2%	-5%	0%	-3	-5%	31%	-8%	-1%
COc1ccc(-c2cc(N)n(S(=O)(=O)Cc3ccccc3)n2)c(OC)c1	-2%	0%	-18%	-21%	4	-4%[59 µM]	38%	2%	i
O=C(CSc1ccc(-c2cccnc2)nn1)Nc1ccc(Br)cc1	10%	2%	-12%	-1%	-6	nt	13%	16%	9%
Cc1ccc(C(=O)Nc2ccc(N3CCOCC3)cc2)cc1	-7%	6%&-8%	-5%	5%	-3	?	29%	17%	-8%
CCOc1ccc(N(CC(=O)Nc2ccccc2F)S(=O)(=O)c2c(C)[nH]c(=O)[nH]c2=O)cc1	-1%	-15%	-8%	2%	-7	nt	41%[activator]	3%	4%
CC(c1ccccc1)n1c(-c2ccccc2F)n[nH]c1=S (stereo not drawn)	4%	-2%	22µM*	-17%	5	nt	20%	-15%	1%
O=C(C1CCC1)N1CCc2cc(S(=O)(=O)NC3CCCC3)ccc21	-8%	4%	4%	-2%	1	5%[0.501 µM]	17%	11%	5%
COc1cc2[nH]c(=O)n(CCCCCC(=O)NCCCN3CCCC3=O)c(=O)c2cc1OC	-5%	-7%	-13%	3%	2	15%[59 µM]	12%	0%	i
COCCCn1c(=O)/c(=C\c2ccccc2OC(C)C)s/c1=C(/C#N)C(=O)Nc1ccc(C(=O)O)cc1	?	50µM*	?	?	-2	45µM*	-15%	-17%	0%
C=CCN1C=C(C(=O)c2ccccc2)C(=O)CC1	6%	nt	-12%	2%	-1	nt	23%	3%	-4%
COc1ccc(Cl)cc1-c1nc(-c2ccc(NC(=O)c3ccncc3)cc2)no1	28%	nt	-5%	-10%	-3	nt	39%	0%	-9%
CC1(C)C2CC=C(/C=N/NC(=O)c3ccccc3Br)C1C2 (stereo not drawn)	-8%	-9%	-6%	-5%	2	31%[59 µM]	46%[activator]	13%	nt
CCOc1ccc(CCNC(=O)CS(=O)(=O)Cc2nc(-c3ccccc3F)oc2C)cc1	10%	-15%	-12%	-8%	3	32%	30%	-3%	-6%
CC[C@]12c3[nH]c4ccccc4c3CCN1C(=O)C(CC(=O)NC/C=C(\C)CCC=C(C)C)C[C@@H]2C(=O)N1CCN(C(=O)c2ccco2)CC1 (stereo partly drawn)	-1%	nt	?	-22%	2	nt	7%	7%	-1%
COc1cc(=O)[nH]c(SCc2c(F)c(F)c(F)c(F)c2F)n1	1%	-1%	-9%	-13%	5	5%[12.7 µM]	28%	0%	-6%
Cc1cccc(NC(=O)COc2nsnc2N2CCOCC2)c1	-2%	?	-24%	-14%	-7	8%[2.33 µM]	27%	-6%	-3%

Of the compounds above, 6 have a Cl atom.
SMILES	Pin1 inhibitor	BAZ2B inh	JMJD2A Tudor	POLH inh	PI4K2A inh	G9a block	HP1b binding inh	GLS inh	Tb PGK inh
O=C(CSc1nccc(-c2cccs2)n1)Nc1cccc(Cl)c1Cl	2%	9%	-1%	1%	0	?	42%[activator]	-10%	i
O=C(NCc1cccs1)C1CCN(c2ccc(S(=O)(=O)N3CCOCC3)cc2Cl)CC1	7%	1%	-14%	-13%	-5	-32%[59 µM]	25%	-4%	i
O=C(Cn1nc(-c2ccc(Cl)cc2)ccc1=O)NCc1ccc2c(c1)OCO2	?	7%	-18%	-1%	7	-5%	23%	-1%	-5%
Cc1c(Cl)cc(-n2cnnn2)cc1[N+](=O)[O-]	-3%	-2%	-11%	-6%	9	-29%	48%[activator]	-9%	-2%
CC(C)(C)OC(=O)NCCc1nnc(SCc2ccc(Cl)cc2Cl)o1	2%	-4%	14%	-21%	-4	6%[12.7 µM]	68%[activator]	-3%	i
COc1ccc(Cl)cc1-c1nc(-c2ccc(NC(=O)c3ccncc3)cc2)no1	28%	nt	-5%	-10%	-3	nt	39%	0%	-9%
